esBAF inh – inhibitors of esBAF chromatin remodeling in mouse ES cells; Bmi1-luciferase knock-in reporter, 24 h; 100% = twice the neutral-well signal; reporter increase, % at 12.5 µM; 350,000 compounds, 2% hits; in the data active = activation above about 40%; inconclusive = no clear call, values can overlap the other calls;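 note: 0% = median of the plate's neutral control wells and 100% = double that signal; a rise in the Bmi1 reporter signal indicates esBAF inhibition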
FN deposit inh – fibronectin deposition inhibition; AH1F fibroblasts, Alexa488-fibronectin deposition fluorescence, overnight; inhibition, % at 12.6 µM; 350,000 compounds, 0.086% hits; AID 743247;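 active = mean inhibition across replicates of 30% or more, regardless of how many single replicates reach that level; inconclusive = mean under 30% yet at least half of replicates reach 30%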;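 note: positive control wells lacked labelled fibronectin entirely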
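Assay system: AH1F fibroblasts / Quantity: 10000 cells per well / Medium: DMEM plus 2% serum, read in PBS / Reagent: labelled fibronectin 24 nM / Dosing: single dose, pinned / Times: 1 h cell attachment, overnight exposure to compound and label / Signal: fluorescence, ex 485 nm, em 525 nm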
RAD54 inh – blocks human RAD54 Holliday junction branch migration; Q92698; FAM/BHQ fluorescence; inhibition, % at 10.4 µM; 360,000 compounds, 0.14% hits; AID 602329;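 active = mean normalized replicate activity at least 40 and at least half of replicates scoring 40 or more; inconclusive = only one of the two criteria met; inactive = mean below 40 and under half of replicates reaching 40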;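 note: 0% = median of neutral control wells and 100% = median of positive control wells; inhibitors cause a drop in the FAM fluorescence signal; in these data hits start at about 50%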
Target sequence (Q92698 whole entry, looked up): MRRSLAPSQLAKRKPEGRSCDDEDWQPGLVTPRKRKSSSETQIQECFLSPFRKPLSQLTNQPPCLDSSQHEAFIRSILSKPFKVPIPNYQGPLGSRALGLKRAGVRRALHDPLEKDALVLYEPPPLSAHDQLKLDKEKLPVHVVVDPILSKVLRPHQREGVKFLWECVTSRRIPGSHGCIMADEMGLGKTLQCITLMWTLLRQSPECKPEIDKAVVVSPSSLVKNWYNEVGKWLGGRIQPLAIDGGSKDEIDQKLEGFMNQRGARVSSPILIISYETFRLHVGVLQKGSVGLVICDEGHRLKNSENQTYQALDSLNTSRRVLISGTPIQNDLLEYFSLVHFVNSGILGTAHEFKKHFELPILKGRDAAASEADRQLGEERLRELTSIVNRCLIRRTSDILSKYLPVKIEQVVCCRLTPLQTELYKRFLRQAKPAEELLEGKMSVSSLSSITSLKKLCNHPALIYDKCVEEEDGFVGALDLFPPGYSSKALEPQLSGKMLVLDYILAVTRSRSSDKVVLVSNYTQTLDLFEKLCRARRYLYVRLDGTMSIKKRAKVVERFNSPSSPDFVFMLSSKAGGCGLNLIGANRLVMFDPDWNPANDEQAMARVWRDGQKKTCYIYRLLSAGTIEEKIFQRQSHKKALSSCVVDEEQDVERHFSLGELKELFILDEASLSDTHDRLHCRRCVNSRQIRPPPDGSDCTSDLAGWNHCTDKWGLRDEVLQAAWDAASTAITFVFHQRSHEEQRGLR
* = called active by the depositor.

A first look:
Screening O=[N+]([O-])c1ccc(/C=N/Nc2nc(N3CCCCC3)nc(N3CCCCC3)n2)o1 returned esBAF inh -10, FN deposit inh -7 and RAD54 inh -5.
`CCN(CC)c1ccc(NC(=O)CN2CCN(c3ccc(F)cc3)CC2)cc1` gave esBAF inh 0, FN deposit inh -5 and RAD54 inh 21.

The list itself, previewed entries included:
Screening O=[N+]([O-])c1ccc(/C=N/Nc2nc(N3CCCCC3)nc(N3CCCCC3)n2)o1 returned esBAF inh -10, FN deposit inh -7 and RAD54 inh -5.
`CCN(CC)c1ccc(NC(=O)CN2CCN(c3ccc(F)cc3)CC2)cc1` gave esBAF inh 0, FN deposit inh -5 and RAD54 inh 21.
O=C(CSc1ncc(-c2ccc(F)cc2)n1Cc1ccco1)Nc1nccs1 was read as esBAF inh -1, FN deposit inh 7 and RAD54 inh -4.
Cc1cc(C)cc(N(C(C)C(=O)NC2CCCC2)S(C)(=O)=O)c1 (centres undefined) was read as esBAF inh -3, FN deposit inh 4 and RAD54 inh 4.
For Cc1ccc(NC(=O)N/C=C/c2ccco2)cc1C the results were esBAF inh 10, FN deposit inh -1 and RAD54 inh -6.
Screening CCCCNCc1ccc(SC)cc1 returned esBAF inh -3, FN deposit inh -11 and RAD54 inh 5.
Cc1ccc(S(=O)(=O)N2c3ccccc3OCC2c2ccccc2)cc1 (centres undefined) was read as esBAF inh 10, FN deposit inh 6 and RAD54 inh 3.
`CC(=O)Nc1ccc(C(=O)NNC(=O)CCc2ccccc2)cc1` gave esBAF inh 2, FN deposit inh 1 and RAD54 inh -9.
For O=C(CNS(=O)(=O)c1ccc(F)cc1)Nc1ccc(C(F)(F)F)cc1 the results were esBAF inh 6, FN deposit inh 4 and RAD54 inh -9.
For CCn1c(C)nc2c(=O)oc3ccccc3c21 the results were esBAF inh 5, FN deposit inh -4 and RAD54 inh -2.
Screening COc1cc2c(C(=O)NCCCN3CC(C)CC(C)C3)cn(CC(C)C)c(=O)c2cc1OC (centres undefined) returned esBAF inh -5, FN deposit inh 9 and RAD54 inh 14.
Cn1c(=O)c2c(nc(CN3CCC(Cc4ccccc4)CC3)n2CCN2CCOCC2)n(C)c1=O was read as esBAF inh 12, FN deposit inh -6 and RAD54 inh 8.
Screening Cc1c(C(=O)NCc2cccnc2)oc2ccccc12 returned esBAF inh 8, FN deposit inh 1 and RAD54 inh 6.
For CC1CCC(NCc2ccco2)CC1 (centres undefined) the results were esBAF inh -7, FN deposit inh -14 and RAD54 inh 5.
`CC1=C(C(N)=O)C(c2ccco2)C(C(N)=O)=C(C)N1` gave esBAF inh 2, FN deposit inh -5 and RAD54 inh 10.
Screening CC(C)CN(C(=O)COC(=O)Cn1cnc2ccccc2c1=O)C1CCS(=O)(=O)C1 (centres undefined) returned esBAF inh -2, FN deposit inh 15 and RAD54 inh -4.
CCn1c(COc2cccc3ccccc23)nnc1SCC(N)=O was read as esBAF inh -5, FN deposit inh -8 and RAD54 inh -2.
`CSCCC(NC(N)=O)C(=O)N(C)CC(=O)Nc1cc(C)ccc1C` (centres undefined) gave esBAF inh -2, FN deposit inh 13 and RAD54 inh -2.
CCC(Sc1nc(-c2ccccc2)c(C#N)c(=O)[nH]1)C(=O)Nc1cc(C)on1 (centres undefined) was read as esBAF inh 5, FN deposit inh -3 and RAD54 inh -6.
Screening COc1ccc(C(=O)CN(C(=O)c2ccc(Cl)cc2)N2C(=O)c3ccccc3C2=O)cc1 returned esBAF inh -8, FN deposit inh 1 and RAD54 inh -3.
`CC1(C)C(c2ccccc2)=NC(c2ccccc2)N1O` (centres undefined) gave esBAF inh -9, FN deposit inh -3 and RAD54 inh -7.
CCCCOc1cccc(NC(=O)CSc2nccn2C)c1 was read as esBAF inh 21, FN deposit inh -5 and RAD54 inh -1.
For COc1cccc(-n2c(CNC(=O)OC(C)(C)C)n[nH]c2=S)c1 the results were esBAF inh -11, FN deposit inh -5 and RAD54 inh 5.
`NC(=O)c1nn(-c2cccc(Cl)c2)c(=O)cc1O` gave esBAF inh -8, FN deposit inh -14 and RAD54 inh -2.
O=C(Nc1ccc2ccccc2c1)N1CCN(c2ncccc2C(F)(F)F)CC1 was read as esBAF inh -3, FN deposit inh -2 and RAD54 inh 6.
`CC(O)C(=O)N/N=C/c1cccc(Cl)c1Cl` (centres undefined) gave esBAF inh 22, FN deposit inh 10 and RAD54 inh -4.
CCCCCC(=O)Nc1c(-c2cccs2)c(=O)c2ccccc2n1C was read as esBAF inh -6, FN deposit inh 4 and RAD54 inh 4.
For CCOc1ccccc1OCc1nn2c(COc3ccccc3)nnc2s1 the results were esBAF inh 0, FN deposit inh -6 and RAD54 inh -3.
`CCOc1ccc(NC(=O)CSc2nnc(C34CC5CC(CC(C5)C3)C4)n2C)cc1` gave esBAF inh 2, FN deposit inh 1 and RAD54 inh 1.
COc1ccc(-c2[nH]nc3c2C(c2ccsc2)C(C#N)=C(N)O3)cc1 (centres undefined) was read as esBAF inh 1, FN deposit inh 9 and RAD54 inh 1.
For CC1CC(=O)N(Cc2ccccc2)c2ccccc2N1C=O (centres undefined) the results were esBAF inh -6, FN deposit inh 0 and RAD54 inh 7.
O=c1[nH]c2cc3c(cc2cc1C(c1nnnn1C1CCCC1)N1CCSCC1)OCCO3 (centres undefined) was read as esBAF inh 9, FN deposit inh -2 and RAD54 inh -5.
Screening O=C(NC1CCCCCC1)C1CC(=O)N(Cc2ccccc2)C1 (centres undefined) returned esBAF inh -2, FN deposit inh -13 and RAD54 inh 3.
Screening CC1CCN(C(=O)CSc2nnc(-c3cc4ccccc4cc3O)n2Cc2ccco2)CC1 returned esBAF inh 6, FN deposit inh -8 and RAD54 inh -2.
COc1nc(OC)nc(N2CCC(C(=O)NCC3CCCCC3)CC2)n1 was read as esBAF inh -4, FN deposit inh 2 and RAD54 inh 4.
`CCn1nc(NC(=O)c2cccnc2)c2cc3ccccc3nc21` gave esBAF inh 2, FN deposit inh -10 and RAD54 inh -12.
CN(CCc1ccccn1)C(=O)CCNC(=O)Cn1cnc2ccccc2c1=O was read as esBAF inh -6, FN deposit inh -9 and RAD54 inh 2.
`COc1cccc(-c2nc3ccccc3c(=O)o2)c1` gave esBAF inh 19, FN deposit inh 15 and RAD54 inh -4.
Screening COc1ccc(C(=O)N2CCN=C2SC)cc1OC returned esBAF inh -1, FN deposit inh 4 and RAD54 inh -2.
Screening CC1C2C(C)N(C)C(=O)N(C)C2N(C)C(=O)N1C (centres undefined) returned esBAF inh 1, FN deposit inh 8 and RAD54 inh -10.
CCN1CC=C2C(C1)C(c1ccc(Cl)s1)C(C#N)=C(N)C2(C#N)C#N (centres undefined) was read as esBAF inh -5, FN deposit inh 8 and RAD54 inh -62.
`Cc1ccc(C(CC(=O)N2CCOCC2)c2ccco2)cc1` (centres undefined) gave esBAF inh -8, FN deposit inh 1 and RAD54 inh -6.
Screening CCCCC1(Cc2ccc([N+](=O)[O-])cc2)C(=O)N(c2ccccc2)N(c2ccccc2)C1=O returned esBAF inh -31, FN deposit inh -11 and RAD54 inh -31.
For CCOc1cc(NC(=S)NCCCN2CCOCC2)c(OCC)cc1NC(=O)CC(C)C the results were esBAF inh -6, FN deposit inh -2 and RAD54 inh -1.
Screening CCCOP(=O)(c1ccc(N(C)C)cc1)C(O)c1cc(OC)c(OC)c(OC)c1 (centres undefined) returned esBAF inh 2, FN deposit inh -10 and RAD54 inh 0.
For CCn1c(=O)cc(SCC(=O)NCCCN2CCN(c3ccc(F)cc3)CC2)c2ccccc21 the results were esBAF inh -4, FN deposit inh 3 and RAD54 inh 4.
COC(=O)CSc1cc(C)nc(SC)n1 was read as esBAF inh -6, FN deposit inh -5 and RAD54 inh -1.
For CC1C=CCC2C(=O)N(c3cccc(C(=O)N4CCCCCC4)c3)C(=O)C12 (centres undefined) the results were esBAF inh 4, FN deposit inh 10 and RAD54 inh -6.
CCC(CC)C(=O)Nc1c2c(nn1-c1ccc(OC)cc1)CS(=O)C2 (centres undefined) was read as esBAF inh -7, FN deposit inh 7 and RAD54 inh -5.
Cc1cccc(NS(=O)(=O)c2c(C)n[nH]c2C)c1 was read as esBAF inh 0, FN deposit inh 5 and RAD54 inh -6.
Screening COc1ccc(OC)c(C2=NOC(C(=O)Nc3ccccc3SC)C2)c1 (centres undefined) returned esBAF inh 9, FN deposit inh -5 and RAD54 inh -3.
For CCOC(=O)c1c(C)oc2c1c(C(c1ccccc1)N1CCOCC1)c(O)c1ccccc12 (centres undefined) the results were esBAF inh 47*, FN deposit inh -1 and RAD54 inh 3.
`COc1ccc(N2CC(C(=O)OCC(=O)c3cccc(OC)c3)CC2=O)cc1` (centres undefined) gave esBAF inh -2, FN deposit inh 0 and RAD54 inh 9.
For CC(=O)CSc1nc(C(F)(F)F)cc(=O)n1-c1ccccc1 the results were esBAF inh -8, FN deposit inh 2 and RAD54 inh 1.
Screening COc1cc(-c2nnc3sc(Cc4ccccc4)nn23)cc(OC)c1OC returned esBAF inh 0, FN deposit inh -8 and RAD54 inh -2.
For Cc1ccc(-c2nn(-c3ccccc3)cc2CN(Cc2ccccc2)C(=O)c2ccco2)o1 the results were esBAF inh -6, FN deposit inh 1 and RAD54 inh 2.
Screening COc1ccc(N2C(=O)CC(NCc3cccs3)C2=O)cc1 (centres undefined) returned esBAF inh -4, FN deposit inh -2 and RAD54 inh -1.
O=C(CN(CC1CCCO1)C(=O)CCC(=O)Nc1ccccn1)NCc1ccccc1 (centres undefined) was read as esBAF inh -1, FN deposit inh 0 and RAD54 inh -6.
For CC(C)(C)c1ccc(-c2nnc3sc(-c4ccncc4)nn23)cc1 the results were esBAF inh 6, FN deposit inh -7 and RAD54 inh 10.
For CC1CC(C)CN(c2nc3c(c(=O)[nH]c(=O)n3C)n2CCCSc2nc3ccccc3s2)C1 (centres undefined) the results were esBAF inh -10, FN deposit inh -1 and RAD54 inh -12.

Brought forward from above: 5 compounds, followed by the next part.
For Cc1ccc(-c2nn(-c3ccccc3)cc2CN(Cc2ccccc2)C(=O)c2ccco2)o1 the results were esBAF inh -6, FN deposit inh 1 and RAD54 inh 2.
Screening COc1ccc(N2C(=O)CC(NCc3cccs3)C2=O)cc1 (centres undefined) returned esBAF inh -4, FN deposit inh -2 and RAD54 inh -1.
O=C(CN(CC1CCCO1)C(=O)CCC(=O)Nc1ccccn1)NCc1ccccc1 (centres undefined) was read as esBAF inh -1, FN deposit inh 0 and RAD54 inh -6.
For CC(C)(C)c1ccc(-c2nnc3sc(-c4ccncc4)nn23)cc1 the results were esBAF inh 6, FN deposit inh -7 and RAD54 inh 10.
For CC1CC(C)CN(c2nc3c(c(=O)[nH]c(=O)n3C)n2CCCSc2nc3ccccc3s2)C1 (centres undefined) the results were esBAF inh -10, FN deposit inh -1 and RAD54 inh -12.
Screening CCCCc1ccc(-c2ccc(Br)cc2O)nc1 returned esBAF inh 33, FN deposit inh 16 and RAD54 inh -8.
Screening N#CC(C(=O)OC1CCCCC1)c1nc2ccccc2nc1N1CCOCC1 (centres undefined) returned esBAF inh -6, FN deposit inh -4 and RAD54 inh 4.
Screening COc1cccc(OC)c1C(=O)N1CCOCC1 returned esBAF inh -8, FN deposit inh -11 and RAD54 inh 10.
Screening COc1ccc(CN(Cc2ccco2)S(=O)(=O)c2ccc(S(=O)(=O)N3CCCC3)cc2)cc1 returned esBAF inh -2, FN deposit inh -11 and RAD54 inh -2.
Screening O=C(c1ccc(-c2ccccc2)cc1)c1ccccc1C(=O)N1CCOCC1 returned esBAF inh 13, FN deposit inh 7 and RAD54 inh -8.
For COCCNC(=O)c1sc2nc(-c3ccccc3)cn2c1C the results were esBAF inh 33, FN deposit inh 1 and RAD54 inh -16.
Screening Cc1cccnc1NC(=O)Nc1cccs1 returned esBAF inh 28, FN deposit inh -9 and RAD54 inh -8.
`COC(=O)c1ccc(COn2c(=O)c(C)[n+]([O-])c3ccccc32)cc1` gave esBAF inh 4, FN deposit inh -50 and RAD54 inh -6.
COC(=O)C(NC(=O)c1ccc(C)cc1)(Nc1cccc(C)n1)C(F)(F)F (centres undefined) was read as esBAF inh -5, FN deposit inh 0 and RAD54 inh -5.
`CC(C)C(=O)Nc1nnc(CCN2CCOCC2)s1` gave esBAF inh -4, FN deposit inh 5 and RAD54 inh -5.
For COC(=O)c1cccc(S(=O)(=O)N2CCN(c3nc4ccccc4s3)CC2)c1 the results were esBAF inh 2, FN deposit inh 5 and RAD54 inh 9.
`Cc1ccc(NC(=O)c2ccc(F)c(S(=O)(=O)N3CCOCC3)c2)cc1F` gave esBAF inh 10, FN deposit inh -2 and RAD54 inh -2.
For Cc1cc(F)ccc1NCc1cccnc1 the results were esBAF inh 7, FN deposit inh 3 and RAD54 inh -7.
`Cc1ccc(NC(=O)CN2C(=O)NC3(CCC(C)CC3)C2=O)c(Cl)c1` (centres undefined) gave esBAF inh -9, FN deposit inh -2 and RAD54 inh -6.
COc1ccc2c(c1)CC/C(=C\C=C\c1ccccc1)C2=O was read as esBAF inh inconclusive, FN deposit inh -5 and RAD54 inh 1.

Retrieved by compound from above, two records:
For CCOc1cc(NC(=S)NCCCN2CCOCC2)c(OCC)cc1NC(=O)CC(C)C the results were esBAF inh -6, FN deposit inh -2 and RAD54 inh -1.
For COc1cccc(-n2c(CNC(=O)OC(C)(C)C)n[nH]c2=S)c1 the results were esBAF inh -11, FN deposit inh -5 and RAD54 inh 5.

A portion of the library; rates above refer to the full screens.
